Pol kappa inh = qHTS for Inhibitors of Polymerase Kappa; DNA polymerase kappa (Homo sapiens), Q9UBT6; hit rate 0.53% among 400,000; Potency, µM (highest dose often 107 µM), without a hit: at the top dose activity, negative = inhibition, usual class: inhibitors; purified Pol kappa, fluorescent DNA synthesis assay, 10 min; note: potency is the fitted concentration of half-maximal effect; % is set by controls: 0 for no effect and ±100 for the full control effect
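Enzyme at 10 nM met test compounds for 15 min at room temperature. Substrate addition (50 nM final) began the reaction, which was monitored by fluorescence at 0 and 10 min.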
ALOX12 inh = Primary qHTS assay for inhibitors of human arachidonate 12S-lipoxygenase (ALOX12): Round 2; AID 1671190, 2021; hit rate 1.1% among 580,000; purified 12hLO, xylenol orange hydroperoxide absorbance; Potency, µM (highest dose often 108 µM), inactives show top-dose activity change, negative = inhibition, usual class: inhibitors; note: potency is the fitted concentration of half-maximal effect; % is set by controls: 0 for no effect and ±100 for the full control effect
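Purified human 12hLO at 150 nM in 25 mM Hepes, 0.01% Triton X-100, pH 7.0, preincubated 15 min at room temperature with compound. Reaction started with 40 uM arachidonic acid, 30 min at room temperature. Hydroperoxide measured by Fe-xylenol orange, 573/405 nm absorbance ratio.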
APEX1 inh = qHTS Assay for Inhibitors of the Human Apurinic/apyrimidinic Endonuclease 1 (APE1). hit rate 0.35% among 350,000. DNA repair nuclease/redox regulator APEX1 (Homo sapiens), P27695. Potency, µM (highest dose often 65.8 µM), for the others: top-dose activity change, negative = inhibition, usual class: inhibitors. recombinant APE1, TAMRA/BHQ-2 abasic DNA cleavage fluorescence;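 note: potency is the fitted concentration of half-maximal effect; plate controls were vehicle for no effect and reference inhibitor for full effect; nearly all actives have a fitted effect of over 55% in size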
Target sequence (P27695 whole entry, looked up): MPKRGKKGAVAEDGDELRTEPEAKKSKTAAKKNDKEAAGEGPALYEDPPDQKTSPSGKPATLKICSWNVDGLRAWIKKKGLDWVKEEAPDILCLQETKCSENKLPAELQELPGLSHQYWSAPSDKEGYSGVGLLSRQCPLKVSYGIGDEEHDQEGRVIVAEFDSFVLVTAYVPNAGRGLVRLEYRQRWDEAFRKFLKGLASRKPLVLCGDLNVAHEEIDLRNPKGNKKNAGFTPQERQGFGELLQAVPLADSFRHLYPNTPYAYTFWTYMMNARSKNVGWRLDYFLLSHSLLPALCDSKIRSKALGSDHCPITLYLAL
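Endonuclease cleavage of a quenched abasic-site DNA duplex (50 nM) by APE1 (0.75 nM) was tracked by TAMRA dequenching. Compounds were preincubated with enzyme 15 min at room temperature; data normalized to buffer-only and DMSO wells plus NSC13755 control.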
Pol beta inh = qHTS Assay for Inhibitors of DNA Polymerase Beta | P06746 | Pol beta primer extension/strand displacement, fluorescence kinetic | Potency, µM (highest dose often 114 µM), for inactives: at the highest dose activity change, negative = inhibition, actives largely listed as inhibitors | hit rate 1.3% among 340,000; note: potency is the fitted concentration of half-maximal effect; % is set by controls: 0 for no effect and ±100 for the full control effect
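Reaction started by 50 nM substrate onto compound-treated Pol beta (10 nM, 15 min preincubation, room temperature); plates read at 0 min and 10 min. Normalized concentration-effect data fitted by four-parameter Hill equation.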
POLH inh = qHTS for Inhibitors of Polymerase Eta | DNA polymerase eta (Homo sapiens), Q9Y253 | recombinant Pol eta, fluorescent DNA replication assay | Potency, µM (highest dose often 114 µM), without a hit: top-dose activity change, negative = inhibition, actives largely listed as inhibitors | hit rate 1.2% among 390,000 | AID 588591, 2011; note: potency is the fitted concentration of half-maximal effect; % is set by controls: 0 for no effect and ±100 for the full control effect
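Pol eta (10 nM) was preincubated with compounds for 15 min at room temperature, after which fluorescent replication substrate (50 nM final) was added to start the reaction. Fluorescence was read kinetically at 0 and 10 min.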
ERG Ets-DNA blk = qHTS for Small Molecule Inhibitors of the ERG Ets/DNA interaction | fluorescence polarization, His-ERG Ets domain / labelled DNA | Potency, µM (top dose mostly 76.9 µM), for inactives: top-dose FP activity, negative = inhibition, actives largely listed as inhibitors | hit rate 0.028% among 370,000; active = well fitted inhibition curve with a large enough effect in the polarisation, with a control signal flat; inconclusive = small, poorly fitted or top-dose-only effect, or effect the other way, or a change in a side signal; inactive = no such curve, though single readings can be large or run the other way; the % refers to the polarisation;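 note: polarization taken with two DNA probes labelled with fluorescein and Texas red; potency is the fitted concentration of half-maximal effect; % of control where 0% means no effect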
Target sequence (P11308 whole entry, looked up, the tested form may be a part): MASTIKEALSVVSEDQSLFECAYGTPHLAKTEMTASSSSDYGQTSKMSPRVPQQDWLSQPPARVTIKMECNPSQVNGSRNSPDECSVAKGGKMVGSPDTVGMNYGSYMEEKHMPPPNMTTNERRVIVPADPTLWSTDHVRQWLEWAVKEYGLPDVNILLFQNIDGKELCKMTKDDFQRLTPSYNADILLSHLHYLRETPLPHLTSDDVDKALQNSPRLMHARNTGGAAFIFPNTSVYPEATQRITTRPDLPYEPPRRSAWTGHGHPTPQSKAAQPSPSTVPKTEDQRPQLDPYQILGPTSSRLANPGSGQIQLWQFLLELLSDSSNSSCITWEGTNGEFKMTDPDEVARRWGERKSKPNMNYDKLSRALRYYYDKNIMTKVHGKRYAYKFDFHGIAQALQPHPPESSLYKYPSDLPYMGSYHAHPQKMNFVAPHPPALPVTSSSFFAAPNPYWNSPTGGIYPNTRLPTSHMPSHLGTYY
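His-tagged ERG Ets domain (1 uM in the protein solution; 300mM KCl, 50mM Tris-HCl, 1mM EDTA, 1mM DTT, pH 7.5) received compound, then a probe mix of 5 nM fluorescein-DNA and 100nM Texas-615-DNA. Fluorescence polarization was read for both dyes.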
RGS4 inh = Inhibitors of Regulator of G Protein Signaling (RGS) 4: qHTS; Potency, µM (top dose mostly 114 µM), for the others: top-dose activity change, negative = inhibition, most hits filed as inhibitors; Regulator of G-protein signaling 4 (Homo sapiens), P49798; AID 504845, 2011; Transcreener GDP fluorescence polarization, RGS4-accelerated GTP hydrolysis; hit rate 0.039% among 390,000; note: potency is the fitted concentration of half-maximal effect; % is set by controls: 0 for no effect and ±100 for the full control effect; nearly all actives have a fitted effect of over 75% in size; some results filed as inactive show a strong effect at the top dose
Target sequence (P49798 whole entry, looked up): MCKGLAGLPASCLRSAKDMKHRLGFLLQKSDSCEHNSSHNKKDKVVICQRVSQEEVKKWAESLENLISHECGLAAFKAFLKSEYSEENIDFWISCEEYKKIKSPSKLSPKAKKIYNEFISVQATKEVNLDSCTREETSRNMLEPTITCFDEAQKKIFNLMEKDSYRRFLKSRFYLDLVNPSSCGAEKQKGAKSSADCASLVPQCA
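MLSMR compounds (23 nl, pin-transferred) preincubated 10 min at room temperature with a 500nM (2x) first reagent, then RGS4 at 900nM (2x) plus Transcreener GDP mix added; fluorescence polarization (620/688 nm) read before and after 90 min at 30 °C.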
LDHA inh = qHTS assay for inhibitors of human lactate dehydrogenase | L-lactate dehydrogenase A chain (Homo sapiens), P00338 | purified LDHA, NADH/diaphorase-resazurin fluorescence; hits give low values | activity change, % (values are at about 110 or 230 µM) | hit rate 0.15% among 480,000; in the data active = activity change below about -30%; inconclusive = mostly about -25% to -30%;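 note: plate controls were DMSO wells for no effect and wells without enzyme for full effect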
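Enzyme activity of human lactate dehydrogenase 5 (2 nM; 0.06 mM NADH, 0.2 mM pyruvate, 5 min, RT) is measured via a resazurin/diaphorase fluorescence readout of residual NADH.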
Apoferritin bind = qHTS Assay for Identification of Novel General Anesthetics; Ferritin light chain (Equus caballus), P02791; apoferritin/1-aminoanthracene competitive binding, fluorescence; Potency, µM (highest dose often 77.5 µM), inactives show top-dose activity change, negative = displacement, usual class: inhibitors; hit rate 0.074% among 350,000; note: potency is the fitted concentration of half-maximal effect; % is set by controls: 0 for no effect and ±100 for the full control effect; nearly all actives have a fitted effect of over 20% in size
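10 uM apoferritin + 50% sat. 1-AMA, PBS; cpd 10 min RT; Ex380/Em535 endpoint; normalized to free probe vs complex; 4-param Hill fit; propofol titration as pos. ctrl.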
Starred values were filed as active, the others as inactive; ? = inconclusive; / = not tested or not shown; & = joins results of further samples; [ ] = remark or other dose. Unless noted, calls come from the whole dose curve; as a rule, active = well fitted curve in the direction sought with a large enough effect; inconclusive = small, poorly fitted or top-dose-only effect, or another doubt; inactive = no such curve, though single readings can be large; an effect the other way counts as inactive or inconclusive. This is a subset; the hit share may differ from the screen's.

Below each SMILES: Pol kappa inh, ALOX12 inh, APEX1 inh, Pol beta inh, POLH inh, ERG Ets-DNA blk, RGS4 inh, LDHA inh, Apoferritin bind
1) CC(=O)N1CCC2(CC1)CC(=O)c1cc(OCC(=O)NCc3ccco3)ccc1O2
    -11%, -11%, 2%, 20%, 10%, 3%, -11%, -3, 61%[activator]
2) COc1ccc(CNC(=O)Cc2c(C)c3c(cc(C)c4c(C)coc43)oc2=O)cc1
    8%, -5%, /, 13%, -7%, 3%, 7%, -7, -12%
3) C=CCn1c(CNc2ccc(C)cc2)nnc1SCC(=O)N/N=C/c1ccc(O)cc1O
    -13%, 0%, -1%, -19%, -21%, 0%, -12%, 0, -19%
4) O=C(NC(=S)Nc1ccccn1)c1ccc([N+](=O)[O-])cc1
    -10%, 1%, -3%, 0%, -9%, /, 9%, ?, -9%
5) Cc1ccc(CNC(=O)CCc2c(C)c3cc4c(C)coc4cc3oc2=O)cc1
    4%, ?, /, 8%, -6%, 0%, -16%, 5, -5%
6) COCCn1c(=O)[nH]c2cc(C(=O)N3CCN(c4ccc(F)cc4)CC3)ccc2c1=O
    -12%, -4%, /, 10%, -15%, -3%, 9%, -17, -11%
7) CCN(CC)C(=S)Nc1ccc(Cl)c(Cl)c1
    5%, 9%, -2%, ?, -13%, 3%, -25%, 1, ?
8) CS(=O)(=O)N(CC(=O)N1CCN(c2ccccc2)CC1)c1ccccc1Cl
    -2%[60.1 µM], 10%, /, /, -2%, /, 2%, -6, /
9) Cc1ccccc1NC(=O)CSc1nc2c(c(=O)n(C)c(=O)n2C)n1Cc1ccccc1F
    ?, 9%&-18%, /, 36%, /, -5%, -12%, -4&-2, -11%
10) Cc1ccc(Oc2nccc(-c3ccc(Cl)cc3)n2)cc1
    -6%, 0%, -2%, 5%, -10%, -1%, -15%, -4, -16%

Excerpt, nos. 1 to 7
Below each SMILES: Pol kappa inh, ALOX12 inh, APEX1 inh, Pol beta inh, POLH inh, ERG Ets-DNA blk, RGS4 inh, LDHA inh, Apoferritin bind
1) CC(=O)N1CCC2(CC1)CC(=O)c1cc(OCC(=O)NCc3ccco3)ccc1O2
    -11%, -11%, 2%, 20%, 10%, 3%, -11%, -3, 61%[activator]
2) COc1ccc(CNC(=O)Cc2c(C)c3c(cc(C)c4c(C)coc43)oc2=O)cc1
    8%, -5%, /, 13%, -7%, 3%, 7%, -7, -12%
3) C=CCn1c(CNc2ccc(C)cc2)nnc1SCC(=O)N/N=C/c1ccc(O)cc1O
    -13%, 0%, -1%, -19%, -21%, 0%, -12%, 0, -19%
4) O=C(NC(=S)Nc1ccccn1)c1ccc([N+](=O)[O-])cc1
    -10%, 1%, -3%, 0%, -9%, /, 9%, ?, -9%
5) Cc1ccc(CNC(=O)CCc2c(C)c3cc4c(C)coc4cc3oc2=O)cc1
    4%, ?, /, 8%, -6%, 0%, -16%, 5, -5%
6) COCCn1c(=O)[nH]c2cc(C(=O)N3CCN(c4ccc(F)cc4)CC3)ccc2c1=O
    -12%, -4%, /, 10%, -15%, -3%, 9%, -17, -11%
7) CCN(CC)C(=S)Nc1ccc(Cl)c(Cl)c1
    5%, 9%, -2%, ?, -13%, 3%, -25%, 1, ?

Continued:
Below each SMILES: Pol kappa inh, ALOX12 inh, APEX1 inh, Pol beta inh, POLH inh, ERG Ets-DNA blk, RGS4 inh, LDHA inh, Apoferritin bind
11) CC(C)C(=O)Nc1cccc(C(=O)Nc2nncs2)c1
    0%, 5%, -3%, 30%, -14%, -4%, 12%, -4, -12%
12) CCNC(=O)CC1C(=O)N(c2ccccc2)C(=O)N1CCC(C)C (stereo not given)
    -11%, 10%, ?, 4%, -16%, -1%, 23%, -10, 4%
13) CCOc1ccc(S(=O)(=O)c2cn(Cc3ccc(C)cc3)c3ccc(OC)cc3c2=O)cc1
    -21%, -1%, /, 5%, -16%, 0%, 21%, -2, -15%
14) C=CCNC(=O)/C(=C\c1ccc([N+](=O)[O-])cc1)NC(C)=O
    -2%, -25%, 0%, 6%, -2%, -2%, 33%, 2, -12%
15) CCCn1c(C)cc(C(=O)COc2ccc(S(=O)(=O)N(CC)CC)cc2[N+](=O)[O-])c1C
    -6%, -4%, 10%, -19%, -14%, 0%, 7%, -7, ?
16) Cc1ccc(O)c(NC(=O)c2cc(C)no2)c1
    -44%, -1%, -15%, 41%, -13%, 6%, -6%, 0, -6%
17) CCOc1ccc(S(=O)(=O)n2nc(C)cc2C)c2ccccc12
    -2%, ?, 0%, -22%, -9%, 6%, 12%, 9, -10%
18) CCOC(=O)c1[nH]c(C=O)c(C(=O)OCC)c1C
    -7%, -15%, 3%, ?, -17%, 2%, -13%, 0, ?
19) Cc1nnc(NC(=O)CCCN2C(=O)c3ccccc3C2=O)s1
    2%, -1%, -1%, 22%, -11%, -4%, 15%, -13, -13%
20) CCN(CC)S(=O)(=O)c1ccc(N=Nc2c(C)[nH]n(C(N)=S)c2=O)cc1
    -3%, -10%, 1%, 40µM*, 7%, -9%, -43%, -2, -8%

More structures
Below each SMILES: Pol kappa inh, ALOX12 inh, APEX1 inh, Pol beta inh, POLH inh, ERG Ets-DNA blk, RGS4 inh, LDHA inh, Apoferritin bind
21) O=C(Cn1nnc(-c2ccc3c(c2)OCO3)n1)NCc1ccccc1
    3%, -2%, 2%, 2%, -20%, 8%, 6%, -3, -12%
22) CS(=O)(=O)N(CC(=O)NCc1ccco1)c1ccc2c(c1)OCO2
    -35%, -15%, ?, 50µM*, -21%, /, -3%, -3, -6%
23) N#Cc1c(SCc2c(Cl)cccc2Cl)nc(N)[nH]c1=S
    -10%, 32µM*, -6%, /, ?, ?, -99%, 0, /
24) Cn1c(-c2ncc(F)cc2F)cc2onc(-c3c(F)cccc3Cl)c2c1=O
    -4%, ?, 4%, /, -17%, 2%, 13%, -5, /
25) O=C(CSc1ccccc1)Nc1nnc(COc2ccc(Cl)cc2)s1
    -25%, ?, -2%, 20µM*, ?, 23%, ?, -9&-3, ?
26) COC(=O)c1ccccc1CON1C(=O)C(C)(C)N(OCc2ccccc2C(=O)OC)C(=O)C1(C)C
    -10%, -6%, 11%, 13%, -14%, 1%, 21%, -2, -9%
27) COc1ccc2[nH]c3c(c2c1)CCNC3=O
    -5%, ?, 0%, /, -2%, /, 17%, 3, /
28) CCCN1CCC(=O)N([C@H](CSc2ccc(Br)cc2)c2ccccc2)CC1
    0%, ?, 3%, 1%, -2%, 14%, -16%, 2, 0%
29) O=C(c1cc2ncc(CCCl)cn2n1)N1CCCCCC1
    -16%, 9%, 0%, 12%, -4%, 3%, 13%, 0, -6%
30) O=C(Nc1cccc(NC(=O)c2ccco2)c1)c1ccc([N+](=O)[O-])cc1
    -10%, 21%, -8%, ?, -6%, -5%, -12%, -3, -5%

Carrying on:
Below each SMILES: Pol kappa inh, ALOX12 inh, APEX1 inh, Pol beta inh, POLH inh, ERG Ets-DNA blk, RGS4 inh, LDHA inh, Apoferritin bind
31) CNC(=S)N1CCN(c2nc(-c3ccc(F)cc3)cs2)CC1
    -19%, 25%, -11%, 18%, -9%, 0%, -21%, -2, -14%
32) Cc1ccc(N=c2c([N+](=O)[O-])nn(-c3ccc4c(c3)OCCO4)n2O)cc1F
    -5%, -6%, -6%, 14%, -7%, 7%, 20%, 0, -14%
33) O=C(Nc1c(Cl)cccc1Cl)c1cc(-c2cccc(O)c2)on1
    3%, -12%, /, 1%, -19%, 1%, 0%, -1, 1%
34) CCC(=O)OCCn1c(Br)nc2c1c(=O)[nH]c(=O)n2C
    -12%, 0%, 15%, 28%, 11%, -6%, 19%, -5, -18%
35) CCOc1ccc(NC(=O)CN(C)C(=O)C2CC(=O)N(c3ccc4c(c3)OCCO4)C2)cc1OCC (stereo not given)
    -10%, 5%, 0%, /, -13%, -10%, -5%, -5, /
36) O=S(=O)(c1ccc(SCCO)nc1)N1CCCC1
    -4%, -5%, -3%, 4%, -4%, -1%, 10%, 0, -8%
37) CC(=O)c1cc2c(cc1NC(=O)CCCC(=O)O)OCO2
    11%, 248%[activator], 3%, 13%, -1%, 5%, -8%, -2, 0%
38) C=CCNC(=O)CSc1nnc(-c2ccc(S(=O)(=O)N3CCCC3)cc2)n1C
    1%, -3%, -14%, 40%, -26%, -8%, -5%, -1, 4%
39) O=C(COc1ccccc1[N+](=O)[O-])N(C1CCCCC1)C1CCS(=O)(=O)C1 (stereo not given)
    0%, -18%, -11%, /, -10%, -4%, 10%, 0, /
40) Cc1cc(=O)[nH]c(N/N=C/c2cn(CCC#N)nc2-c2ccccc2)n1
    -7%, 10%, 3%, -1%, -16%, -15%, 0%, -4, -9%
41) CN1CCN(S(=O)(=O)c2ccc(Nc3cccc(Cl)c3)c([N+](=O)[O-])c2)CC1
    -22%, 9%, 24%, /, -6%, 8%, 15%, -2, /
